Source: PubChem (several laboratories)
K1F lysis inhibition = inhibition of K1F phage lysis, E. coli UTI89, bacterial capsule biogenesis inhibitors, alamar blue (AID 488966); inhibition, % at 100 µM; hits with a dose series show IC50 in µM; E. coli UTI89 K1F phage lysis, alamar blue, 2 h; higher % means a stronger effect; 340,000 tested, 0.02% active;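 active = phage lysis inhibition, versus mean bacterial control, above a set limit; inconclusive = no clear call, values can overlap the other calls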;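 also: capsule biogenesis inhibitors block K1F phage lysis so surviving cells raise fluorescence; higher fluorescence means more inhibition of phage lysis; actives were called in the ten point dose series up to 300 µM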
Siah-1 displacement = blockers of Siah-1 interaction with plectin peptide – biochemical, fluorescence polarization, rhodamine-plectin, uHTS, primary screen (AID 1817). Siah-1 / rhodamine-plectin peptide fluorescence polarization; higher % means a stronger effect. displacement, % at 20 µM; hits with a dose series show IC50 in µM. 290,000 tested, 0.02% active;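 active = displacement of at least 50% at 20 µM, with a fluorescence ratio check between 0.3 and a set limit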;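 also: plate controls were Siah plus tracer with DMSO for no effect and tracer alone without Siah for full effect; strong numbers were not always called active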
NTR1 agonist = NTR1-driven beta-arrestin-GFP spot formation – imaging, U2OS cells, high content, primary screen (AID 493036). agonist mode. activation, % at 20 µM. 330,000 tested, 0.17% active;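 active = activation at or above 40% of the spot to cytoplasm intensity ratio, with at least 20 cells analyzed; inconclusive = wells under 20 cells, flagged as cytotoxic or low count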;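 also: 0% = DMSO without peptide and 100% = 100 nM NTR1 peptide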
Target sequence (P30989 whole entry, looked up): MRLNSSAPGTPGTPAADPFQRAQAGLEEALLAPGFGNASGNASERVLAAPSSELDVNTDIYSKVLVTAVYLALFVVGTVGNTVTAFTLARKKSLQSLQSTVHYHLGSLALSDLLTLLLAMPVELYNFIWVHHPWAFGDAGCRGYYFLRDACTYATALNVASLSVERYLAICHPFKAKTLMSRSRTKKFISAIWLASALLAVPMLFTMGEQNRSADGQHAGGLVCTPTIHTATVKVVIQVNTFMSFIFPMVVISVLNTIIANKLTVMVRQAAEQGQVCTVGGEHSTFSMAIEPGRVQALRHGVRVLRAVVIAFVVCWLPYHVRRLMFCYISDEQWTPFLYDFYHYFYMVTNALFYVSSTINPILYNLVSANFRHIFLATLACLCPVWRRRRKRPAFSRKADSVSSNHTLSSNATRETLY
GPR55 LPI antagonism = inhibition of LPI-stimulated GPR55 beta-arrestin translocation – imaging, U2OS, beta-arrestin-GFP, LPI agonist, primary screen (AID 2013); U2OS GPR55 beta-arrestin-GFP translocation imaging, LPI antagonism; higher % means a stronger effect; one-dose inhibition, % at 10 µM; IC50 in µM for titrated hits; 290,000 tested, 0.13% active;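 active = spots per cell inhibited over 60%, with over 100 cells counted and total cytoplasm intensity under 500,000; inconclusive = wells with under 100 cells, flagged as likely toxic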;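 also: U2OS cells stably carrying GPR55 and arrestin-GFP stimulated by 5 µM LPI near EC80; imaged beta-arrestin-GFP aggregate spots per cell after agonist stimulation; plate controls were LPI-stimulated DMSO wells for no effect and DMSO wells without LPI for full effect; some results filed as inactive read as strong as hits; confirmed hits need IC50 under 10 µM and bright autofluorescent wells are also inconclusive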
GPR55 activation = GPR55 agonists via beta-arrestin recruitment, primary screen, imaging, U2OS cells, beta-arrestin-GFP redistribution (AID 1961). U2OS GPR55 beta-arrestin-GFP redistribution imaging; higher % means a stronger effect. activation, % at 10 µM; hits with a dose series show EC50 in µM. 290,000 tested, 0.048% active;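 active = activation above 40% with more than 50 cells counted in the well; inconclusive = wells holding fewer than 50 cells, flagged as toxic or sparse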;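 also: U2OS osteosarcoma cells stably expressing GPR55 and beta-arrestin-GFP; plate controls were DMSO negative control for no effect and LPI positive control for full effect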
AID2073 = disruptors of CaV2.2 binding to Mint1 – biochemical, HTRF (AID 2073) | HTRF protein-protein interaction, Mint1-CaV2.2; higher % means a stronger effect | 290,000 tested, 0.19% active | one-dose inhibition, % at 20 µM; IC50 in µM for titrated hits; in the data active = inhibition mostly above about 51%, no sharp cut-off; inconclusive = no clear call, values can overlap the other calls; inactive = mostly below about 53%; also: some results filed as inactive read as strong as hits
Dengue-2 NS5 capping = Dengue-2 NS5 methyltransferase inhibitors, primary screen, biochemical, confirmation dose response (AID 588689) | Dengue-2 NS5 methyltransferase capping enzyme assay, biochemical; higher % means a stronger effect | one-dose inhibition, % at 25 µM; IC50 in µM for titrated hits | 340,000 tested, 0.3% active; in the data active = a potency from the dose series; inconclusive = inhibition above about 29% without an active follow-up result
GPR35 arrestin U2OS = inhibition of zaprinast-stimulated GPR35 beta-arrestin translocation – imaging, U2OS, beta-arrestin-GFP, zaprinast agonist, primary screen (AID 2058). U2OS GPR35 beta-arrestin-GFP translocation imaging, zaprinast antagonism; higher % means a stronger effect. one-dose inhibition, % at 10 µM; IC50 in µM for titrated hits. 290,000 tested, 0.052% active;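 active = inhibition of at least 50% with at least 30 cells and total cytoplasm GFP at most 10,000,000; inconclusive = under 30 cells or total GFP of 10,000,000 plus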
HIV peptide binding = inhibitors of HIV fusion peptide binding, primary screen, biochemical, uHTS, fluorescence dequenching (AID 1986); cell-free peptide binding, fluorescence dequenching, 30 min; higher % means a stronger effect; one-dose inhibition, % at 20 µM; IC50 in µM for titrated hits; 290,000 tested, 0.3% active; in the data active = inhibition mostly above about 52%, no sharp cut-off; inactive = mostly below about 76%; also: some results filed as inactive read as strong as hits
NTR1 agonist cell count 20 µM = further read-out of NTR1 agonist, marked with its call; cell count; measured here: cell count, cytotoxicity flag
Starred values were filed as active, the others as inactive; i = inactive; ? = inconclusive; . = not tested or not shown; [ ] = remark or other dose.

SMILES	K1F lysis inhibition	Siah-1 displacement	NTR1 agonist	NTR1 agonist cell count 20 µM	GPR55 LPI antagonism	GPR55 activation	AID2073	Dengue-2 NS5 capping	GPR35 arrestin U2OS	HIV peptide binding
COC(=O)c1ccccc1NC(=S)N(Cc1ccc2c(c1)OCO2)Cc1cc2ccc(OC)cc2[nH]c1=O	-0.3%	9%	6.3	47	14%	-0.4%	12%	-7%	-3%	-1.2%
O=C(/C=C/c1ccc(O)c(O)c1)NC(=O)c1ccccc1O	i	8%	0.1	94	4%	-0.2%	0%	-1%	-2%	34%
O=C(CC(=O)c1ccccc1)Nc1ccccc1C(F)(F)F	0.2%	1%	-0.9	98	2%	-0.2%	15%	2%	17%	1.2%
Cc1ccc2c(c1)C(O)(CC(=O)c1cccnc1)C(=O)N2 (configuration not stated)	0.6%	-4%	0.5	49	11%	-0.1%	5%	-5%	4%	2.1%
COc1ccccc1NC(=O)CN1CCN(C(=O)c2ccco2)CC1	3.9%	3%	-0.4	29	13%	0.7%	0%	-1%	-6%	2.2%
Cc1nc2nc(C)c(CCC(=O)NCc3ccc4c(c3)OCO4)c(C)n2n1	5.1%	-2%	0.0	51	-18%	0.0%	-3%	-1%	-1%	1.8%
COc1cccc2c1Oc1ncccc1N(C(=O)CCC(=O)NCc1ccc(C)cc1)C2	0.0%	-1%	2.6	52	16%	-0.2%	3%	-8%	0%	0.2%
CCc1nnc(NC(=O)CCN2C(=O)c3ccccc3S2(=O)=O)s1	5.0%	-1%	0.5	51	-16%	-0.1%	21%	-1%	2%	2.0%
CCOC(=O)C(C)Sc1nc2c(c(-c3cccs3)c1C#N)CCC2 (configuration not stated)	0.0%	-2%	4.1	83	9%	0.3%	16%	-7%	-3%	7.0%
COc1ccc(-c2c(NC(=O)c3ccco3)oc3c(C)cccc3c2=O)cc1OC	0.2%	-4%	-1.4	82	5%	-0.2%	22%	-8%	11%	-1.2%
O=C1c2ccccc2CN1CCNS(=O)(=O)c1ccc(Cl)cc1	0.3%	4%	1.4	41	17%	0.4%	7%	-4%	-6%	2.4%
Cc1cc(C2C(C#N)=C(N)Oc3n[nH]c(C)c32)c(C)s1 (configuration not stated)	0.0%	-6%	11	47	-11%	-0.1%	28%	-7%	-19%	-1.9%
COCCN=C1NC(=O)C(CC(=O)Nc2cccc(Cl)c2C)S1 (configuration not stated)	.	2%	0.4	36	14%	0.7%	-1%	.	-1%	-1.3%
Cc1[nH]c2ccccc2c1/C=N/NC(=O)c1cc(-c2cccs2)[nH]n1	1.1%	-14%	2.9	80	5%	0.2%	5%	-16%	2%	3.3%
O=C(NC1CCCCC1)C1CC(=O)N(c2ccc(Cl)cc2)C1 (configuration not stated)	3.8%	0%	-1.2	65	11%	-0.1%	0%	-7%	-16%	-0.1%
Cc1cc(Cl)ccc1NC(=O)CSc1nnc(-c2ccncc2)n1Cc1ccco1	0.1%	1%	2.7	56	-17%	-0.4%	-21%	1%	20%	-0.7%
Cc1ccc(CNC(=O)COC(=O)Cn2nc(C)c([N+](=O)[O-])c2C)cc1	1.4%	0%	-0.8	80	-7%	-0.1%	-33%	.	61%	-0.2%
O=C(N/N=C/c1ccc(O)c(O)c1)c1cccc(S(=O)(=O)N2CCCCC2)c1	0.8%	-1%	-2.2	74	-6%	0.0%	?	-4%	11%	13%
Cc1ccc(C(=O)N2CCNC(=O)C2CC(=O)Nc2ccccc2)cc1 (configuration not stated)	-0.1%	5%	0.2	61	15%	0.3%	-6%	5%	39%	-0.1%
COc1ccc(OCC(=O)Nc2cccc(-c3nc4ccccc4[nH]3)c2)cc1	1.4%	-3%	11	82	-7%	0.0%	0%	-2%	23%	-1.0%
CN(C)S(=O)(=O)c1ccc(Cl)c(NC(=O)COC(=O)c2ccc3c(c2)NC(=O)CS3)c1	0.1%	15%	5.5	65	-2%	0.6%	-11%	-5%	-1%	2.0%
O=S(=O)(Nc1ncccn1)c1ccc(NC(=S)Nc2ccccc2Cl)cc1	0.2%	4%	3.8	57	8%	-0.2%	-12%	-2%	5%	0.1%
O=C(CCCNS(=O)(=O)c1cccc2nsnc12)NCc1ccc(F)cc1	0.3%	2%	-1.3	57	-2%	-0.3%	3%	-3%	1%	-0.4%
O=C1C(=O)N(Cc2cccnc2)C(c2ccccn2)/C1=C(/O)c1ccc(Br)cc1 (configuration not stated)	3.2%	2%	-1.3	61	11%	0.3%	2%	-2%	-5%	-1.4%
O=C(CCc1nnc(C2(c3ccc(Cl)cc3)CCC2)o1)N1CCCC1	9.7%	11%	0.8	62	-3%	-0.1%	-4%	0%	-3%	1.5%
(continued)
SMILES	K1F lysis inhibition	Siah-1 displacement	NTR1 agonist	NTR1 agonist cell count 20 µM	GPR55 LPI antagonism	GPR55 activation	AID2073	Dengue-2 NS5 capping	GPR35 arrestin U2OS	HIV peptide binding
O=C(CN(C(=O)CCC(=O)Nc1nccs1)c1ccc2c(c1)OCO2)NCc1ccccc1	0.2%	-4%	1.2	56	-5%	1.6%	1%	-6%	-16%	-0.6%
COCCCNc1nc(-c2ccc(Cl)cc2)nc2ccccc12	0.0%	-1%	11	60	2%	-0.2%	8%	2%	-3%	-0.7%
CCCN(CCC)C(=O)CSc1nc2ccccc2c(=O)n1CC1COc2ccccc2O1 (configuration not stated)	0.3%	7%	1.8	82	6%	-0.2%	-8%	-15%	-14%	-3.9%
CC1(c2ccc3ccccc3c2)NC(=O)N(CC(=O)O)C1=O (configuration not stated)	1.4%	-3%	-1.1	57	-12%	0.7%	4%	4%	6%	-0.4%
CC(c1nnc(SCC(=O)NC(=O)NCc2ccco2)n1-c1ccc(Cl)cc1)N(C)C (configuration not stated)	2.4%	2%	-0.8	46	3%	-0.2%	14%	-4%	-5%	-0.2%
COc1cc2sc(C)nc2cc1C	-0.4%	5%	1.2	40	11%	0.1%	-6%	-3%	-14%	0.9%
Cc1[nH]c(=O)[nH]c(=O)c1S(=O)(=O)N1CCCC(C(=O)N2CCN(c3cccc(C(F)(F)F)c3)CC2)C1 (configuration not stated)	0.3%	3%	-0.4	88	14%	-0.6%	1%	.	0%	0.9%
COc1ccc(Cn2c(C3CC3)nc3ccc(NC(=O)c4ccco4)cc3c2=O)cc1	-1.5%	3%	-1.2	97	6%	0.2%	1%	-6%	-1%	1.1%
COC(=O)c1nn(-c2ccc(Oc3ccccc3)cc2)c(=O)cc1O	0.5%	6%	-0.8	49	0%	0.0%	19%	1%	-2%	21%
CCn1c(SCC(=O)OC2CCCCC2)nnc1-c1ccncc1	-0.2%	3%	-0.1	87	17%	-0.3%	-2%	-5%	17%	-3.5%
CCOC(=O)c1nnn2c1nc(N1CCN(c3ccccc3)CC1)c1ccccc12	0.3%	6%	13	59	7%	0.6%	5%	-5%	-13%	0.1%
COc1cc2c(cc1OC)C(c1cccc(Cl)c1)CC(=O)N2 (configuration not stated)	-2.0%	2%	0.3	56	5%	0.9%	-1%	14%	4%	-0.4%
COc1ccccc1NC(=O)C(C)Sc1nnnn1C (configuration not stated)	-0.9%	-3%	3.2	86	14%	0.6%	16%	-7%	19%	-3.6%
COc1ccc(CCN2C(=NC(=O)CC(C)C)SC3CS(=O)(=O)CC32)cc1 (configuration not stated)	4.2%	-5%	1.2	81	-3%	-0.1%	2%	-13%	0%	1.4%
COC(=O)C1=C(CS(=O)(=O)c2cc(Cl)ccc2OC)NC(=O)NC1c1ccc(O)c(OC)c1 (configuration not stated)	0.0%	0%	1.5	71	-10%	0.3%	4%	6%	8%	-0.4%
COCCNc1cc(N)c([N+](=O)[O-])cc1[N+](=O)[O-]	4.4%[50 µM]	0%	7.6	59	-2%	-0.2%	3%	-8%	6%	-0.8%
CCOc1ccc(S(=O)(=O)NCCSCc2ccco2)cc1	0.3%[50 µM]	-6%	1.6	53	54%	0.3%	4%	-1%	2%	3.7%
O=C(Nc1ccc(Cl)cc1)Nc1nc(-c2ccccc2)cs1	0.4%	5%	4.4	27	8%	0.0%	45%	-13%	-5%	1.7%
CC(C)(C)C(=O)NC1CCN(S(=O)(=O)c2ccccc2F)CC1	1.0%	-3%	-1.4	93	3%	-0.1%	0%	-99%	-5%	1.3%
COc1ccc(OC(C)C(=O)N2CCc3ccccc3C2)cc1 (configuration not stated)	0.5%	4%	-1.0	70	12%	0.0%	-3%	-2%	-2%	0.1%
CCn1c(SCC(=O)OCc2ccccc2)nc2c1c(=O)n(C)c(=O)n2C	-0.5%	0%	2.8	76	-6%	0.4%	-4%	2%	-7%	1.0%
Cc1ccc(C)c(CN2C(=O)COc3ccccc32)c1	5.7%	-6%	0.9	57	3%	-0.2%	8%	3%	-1%	-1.0%
CCn1c(SCC(=O)Nc2ccc3c(c2)OCCO3)nnc1-c1c[nH]c2ccccc12	2.6%	5%	-1.8	59	2%	-0.1%	3%	-1%	8%	0.9%
CC(C)(Oc1ccc(Cl)cc1)C(=O)OCC(=O)N1CCCC1	0.4%	4%	-1.0	39	1%	-0.2%	6%	12%	4%	1.2%
CCOC(=O)C1=C(O)/C(=C/c2ccc(CNC(=O)C(=O)Nc3ccc(C)cc3)o2)N=C1C	0.3%	-8%	-0.1	52	-3%	-0.2%	-5%	19%	-6%	1.3%
CCn1c(SCc2nc3ccccc3[nH]2)nnc1-c1cccs1	0.0%	-3%	3.7	81	17%	0.6%	7%	-3%	16%	-3.1%
O=C(CNC(=O)c1ccc(Cl)cc1)c1ccc(Cl)cc1	0.3%	14%	-0.3	71	6%	-0.1%	29%	-4%	3%	2.3%
O=C(c1ccco1)N1N=C(c2cccs2)CC1c1ccccc1O (configuration not stated)	0.2%	6%	9.1	56	39%	-0.1%	9%	3%	4%	0.4%
C=C(C)COc1ccc2c(C)c(CC(=O)N3C[C@H]4C[C@@H](C3)c3cccc(=O)n3C4)c(=O)oc2c1C	-0.6%	-2%	4.2	83	4%	-0.1%	16%	0%	-17%	-1.2%
